Screens (PubChem)
pPAFAH inh: pPAFAH enzyme inhibitors, primary screen, biochemical, fluorescence polarization, human | recombinant pPAFAH, FP-rhodamine probe fluorescence polarization | inhibition, % at 3.39 µM | 1.5% of 330,000 active | AID 463082, 2010;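 active = inhibition above the mean inhibition across the screen plus 3 SD, cut at about 25% in these data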;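 also: inhibitors block binding of the rhodamine activity-based probe so polarization drops; 0% = enzyme with DMSO and 100% = wells lacking pPAFAH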
Target sequence (Q13093 whole entry, looked up): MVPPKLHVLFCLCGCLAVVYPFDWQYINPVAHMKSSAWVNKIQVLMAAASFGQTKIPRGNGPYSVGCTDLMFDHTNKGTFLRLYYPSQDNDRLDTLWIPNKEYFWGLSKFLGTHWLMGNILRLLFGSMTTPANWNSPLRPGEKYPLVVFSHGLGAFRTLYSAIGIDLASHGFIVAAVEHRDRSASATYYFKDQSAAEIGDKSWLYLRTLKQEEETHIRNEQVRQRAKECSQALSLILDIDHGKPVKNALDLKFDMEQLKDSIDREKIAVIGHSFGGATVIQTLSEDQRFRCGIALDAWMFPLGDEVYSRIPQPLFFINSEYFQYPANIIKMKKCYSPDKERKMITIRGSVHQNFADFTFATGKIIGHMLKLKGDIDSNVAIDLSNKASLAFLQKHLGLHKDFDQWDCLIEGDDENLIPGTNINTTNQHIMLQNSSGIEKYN
PAFAH2 FP inh: PAFAH2 enzyme inhibitors, primary screen, biochemical, fluorescence polarization, human. Platelet-activating factor acetylhydrolase 2, cytoplasmic (Homo sapiens), Q99487. recombinant PAFAH2, FP-rhodamine activity probe. inhibition, % at 3.39 µM. 0.99% of 340,000 active;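 active = inhibition above the mean over all tested compounds plus 3 SD, cut at about 30% in these data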;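 also: inhibitors block probe labeling of enzyme so polarization drops; 0% = enzyme with DMSO and 100% = wells lacking PAFAH2 protein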
LYPLA1 inh: LYPLA1 inhibitors, primary screen, counter-screen for PME1 inhibitor project, biochemical, fluorescence polarization, FP-Rh probe ABPP | Acyl-protein thioesterase 1 (Homo sapiens), O75608 | recombinant LYPLA1 | inhibition, % at 5.9 µM | 0.16% of 320,000 active | AID 2174, 2009;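 active = inhibition above the mean of all tested compounds plus 3 SD, set per campaign, cut at about 14% in these data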;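 also: inhibitors block serine hydrolase probe labeling of LYPLA1 so polarization falls; 0% = enzyme with DMSO and 100% = wells lacking LYPLA1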
Target sequence (O75608 whole entry, looked up): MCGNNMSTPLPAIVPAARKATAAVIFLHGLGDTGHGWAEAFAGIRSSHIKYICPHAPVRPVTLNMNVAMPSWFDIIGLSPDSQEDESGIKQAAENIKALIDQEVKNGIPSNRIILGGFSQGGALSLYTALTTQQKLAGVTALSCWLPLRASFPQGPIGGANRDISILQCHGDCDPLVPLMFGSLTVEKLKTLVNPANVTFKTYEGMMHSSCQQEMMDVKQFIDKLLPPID
PREPL inhibitor: PREPL enzyme inhibitors, primary screen, biochemical, fluorescence polarization | 0.68% of 320,000 active | Prolyl endopeptidase-like (Homo sapiens), Q4J6C6 | AID 2751, 2010 | inhibition, % at 5.96 µM | recombinant PREPL, fluorescence polarization activity-based probe; in the data active = inhibition above about 43%;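 also: 0% = enzyme with DMSO and 100% = wells lacking enzyme; many of its hits are not listed in these tables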
LYPLA2 inh: LYPLA2 inhibitors, primary screen, counter-screen for PME1 inhibitor project, biochemical, fluorescence polarization, FP-Rh probe ABPP; inhibition, % at 5.9 µM; recombinant LYPLA2; 0.38% of 320,000 active;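 active = inhibition above the screen-wide mean plus 3 SD, limit set per campaign, cut at about 26% in these data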;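 also: 0% = LYPLA2 with DMSO and 100% = wells lacking LYPLA2 enzyme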
EBNA-1 inh: EBNA-1 DNA-binding inhibitors, primary screen, biochemical, fluorescence polarization | AID 1950, 2009 | inhibition, % at 14.8 µM | 0.34% of 300,000 active; in the data active = inhibition above about 28%
ZTA DNA inh: counter-screen for EBNA-1 inhibitors: inhibitors of Epstein-Barr virus ZTA; P03206; ZTA-DNA binding, fluorescence polarization; inhibition, % at 11 µM; 0.15% of 320,000 active; in the data active = inhibition above about 33%
Target sequence (P03206 whole entry, looked up): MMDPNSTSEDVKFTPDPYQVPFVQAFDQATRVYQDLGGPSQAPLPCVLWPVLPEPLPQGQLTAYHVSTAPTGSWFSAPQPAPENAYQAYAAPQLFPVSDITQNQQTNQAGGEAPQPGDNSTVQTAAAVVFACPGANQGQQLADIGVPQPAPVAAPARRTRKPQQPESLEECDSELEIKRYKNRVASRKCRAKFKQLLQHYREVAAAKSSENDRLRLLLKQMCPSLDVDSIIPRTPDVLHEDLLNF
PAFAH1B3 FP inh: PAFAH1B3 enzyme inhibitors, primary screen, biochemical, fluorescence polarization, human. 0.28% of 340,000 active. recombinant PAFAH1B3, FP-rhodamine probe. inhibition, % at 3.39 µM;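 active = inhibition above the screen-wide average of all tested compounds plus 3 SD, cut at about 25% in these data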;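 also: 0% = enzyme with DMSO only and 100% = wells lacking PAFAH1B3 protein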
PAFAH1B2 FP inh: PAFAH1B2 enzyme inhibitors, primary screen, biochemical, fluorescence polarization, human; Platelet-activating factor acetylhydrolase IB subunit alpha2 (Homo sapiens), P68402; inhibition, % at 3.39 µM; recombinant PAFAH1B2, FP-rhodamine activity probe; 1.2% of 340,000 active; AID 492953, 2010;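 active = inhibition above the mean of all tested compounds plus 3 SD, cut at about 24% in these data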;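 also: 0% = enzyme with DMSO and 100% = wells lacking PAFAH1B2; many of its hits are not listed in these tables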
The depositor's hits bear a star; . = not tested or not shown.

SMILES	pPAFAH inh	PAFAH2 FP inh	LYPLA1 inh	PREPL inhibitor	LYPLA2 inh	EBNA-1 inh	ZTA DNA inh	PAFAH1B3 FP inh	PAFAH1B2 FP inh
CC1(C)CC(=O)C(C=Nc2ccc(O)cc2)=C(O)C1	7	-1	-3	-3	4	-2	4	-6	2
Cc1cc(N(CCO)CCO)ccc1C(c1ccc(N(CCO)CCO)cc1C)c1ccccc1Cl	21	6	11	18	4	-4	17	5	5
COC(=O)c1c(C)nc(C)c(C(=O)OC)c1-c1ccc(OC)c(OC)c1	-3	-3	-4	7	-4	-20	-6	10	3
Cn1c(-c2ccccc2F)cc2onc(-c3ccccc3)c2c1=O	-1	-1	0	-2	-4	-4	-2	-5	-1
CNc1nc(Nc2ccc(C)c(Cl)c2)c2cnn(C)c2n1	7	1	9	30	1	-6	-1	2	4
CCOC(=O)CNc1nc(OCC#N)nc(N2CCOCC2)n1	0	-3	-5	3	-1	5	5	-10	1
CC1(C)O[C@@H]2[C@H](O1)[C@@H](CO)O[C@H]2n1c(N2CCCCC2)nc2c(N)ncnc21	3	0	-3	6	4	.	5	-1	-1
Cc1cccc(C(=O)O/N=C(\N)c2ccc(Cl)cc2)c1	3	16	1	14	5	-10	0	3	1
O=C(CN1CCN(S(=O)(=O)/C=C/c2ccccc2)CC1)Nc1ccc(N2CCOCC2)cc1	-1	-2	2	13	12	10	4	1	-2
C=CCN(CC=C)C(=O)Cc1ccc(F)cc1	3	5	-3	-5	-1	-3	-6	-6	1
O=C(c1ccc(Cn2cc(Br)cn2)cc1)N1N=C(C(F)F)CC1(O)C(F)F (configuration not stated)	7	-18	4	1	0	0	-3	4	6
CCCCCN(C(=O)CN(C)Cc1ccc(OC)cc1OC)c1c(N)n(CCCC)c(=O)[nH]c1=O	1	2	0	16	2	5	5	0	-3
COc1ccc(CN2C(=O)C(=O)N(CC(N)=O)C2=O)cc1	0	3	1	-1	9	4	-2	2	3
CCOC(=O)c1c(C)c(C#N)c2c3ccccc3ccn12	2	2	-2	-2	-3	-7	8	2	5
COc1ccc(N=C2C(=Nc3ccc(OC)cc3)N(c3ccc(N(C)C)cc3)C(=S)N2c2ccc(OC)cc2)cc1	1	6	4	19	-2	4	-5	5	2
CO/N=C/C(c1ccc(Cl)nc1)S(=O)(=O)c1ccccc1 (configuration not stated)	1	3	-6	-8	-3	-4	7	6	-3
COc1cc(CN2CCc3ccccc3C2)ccc1O	-1	8	-1	17	-3	9	-7	3	5
COC(=O)c1cc(C(=O)OCC(=O)c2ccc[nH]2)cc([N+](=O)[O-])c1	5	2	-3	10	6	.	7	-8	11
Cc1ccccc1OCCC(=O)N1CCN(S(=O)(=O)c2ccc(F)cc2)CC1	5	-31	-1	3	3	8	-4	1	9
O=C(Cc1cccc(C(F)(F)F)c1)Nc1ccc(S(=O)(=O)N2CCCC2)cc1	-4	-10	-4	7	-3	-3	-14	-1	1
Cc1cc(C)n(-c2ccc(NC(=O)C3CCCCN3C(=O)c3cc(C)oc3C)cc2)n1 (configuration not stated)	-2	8	0	-7	-6	-6	-4	-5	0
C=C(C)COc1ccc2c(C)c(CC(=O)N3C[C@H]4C[C@@H](C3)c3cccc(=O)n3C4)c(=O)oc2c1C	11	3	0	-5	6	-4	4	8	10
COc1ccc(NC(=O)CSc2nc3ccccc3c(=O)n2CCCC(=O)NCC2CCCO2)c(OC)c1 (configuration not stated)	1	0	0	6	-3	-6	9	-5	-2
O=C(Nc1ccc(Cl)cc1)Nc1nc(-c2ccccc2)cs1	2	-13	-1	1	-2	-1	9	-3	-2
Cc1cc(Cl)ccc1C(=O)C1CCCN(C(=O)c2nonc2C)C1 (configuration not stated)	6	6	-4	3	-1	3	16	8	10
COC(=O)C1=C(CS(=O)(=O)c2cc(Cl)ccc2OC)NC(=O)NC1c1ccc(O)c(OC)c1 (configuration not stated)	-1	2	1	3	4	-8	0	6	2
NC(=O)CSc1oc(-c2ccco2)nc1S(=O)(=O)c1ccc(Cl)cc1	9	5	-2	-3	1	2	9	-1	7
COc1cccc(CN(C)CC2CCCN(CCc3ccc(Cl)cc3)C2)c1OC (configuration not stated)	0	5	-1	16	1	-7	-10	0	5
COc1ccc(CCN2C(=NC(=O)CC(C)C)SC3CS(=O)(=O)CC32)cc1 (configuration not stated)	0	0	-2	6	3	6	-6	0	5
CCOc1ccc(S(=O)(=O)NCCSCc2ccco2)cc1	8	7	-1	1	-1	0	-11	6	3
COCCNc1cc(N)c([N+](=O)[O-])cc1[N+](=O)[O-]	-5	6	-7	7	-10	-8	10	7	1
O=C(CNS(=O)(=O)c1ccc2ccccc2c1)OCc1csc(-c2ccccc2)n1	16	-11	-2	-23	-2	-8	-2	1	28*
COc1ccccc1NC(=O)C(C)Sc1nnnn1C (configuration not stated)	4	3	0	-2	-1	-8	-17	7	0
CCOC(=O)c1nnn2c1nc(N1CCN(c3ccccc3)CC1)c1ccccc12	8	-2	0	22	0	0	2	4	2
CCn1c(SCC(=O)OC2CCCCC2)nnc1-c1ccncc1	3	-2	3	-5	13	6	0	-2	1
Cc1ccc(S(=O)(=O)N2CC(O)CC2C(=O)OCC(=O)Nc2ccc([N+](=O)[O-])cc2C(F)(F)F)cc1C (configuration not stated)	1	0	.	15	.	.	.	1	3
Cc1ccc(C)c(CN2C(=O)COc3ccccc32)c1	-4	-2	-5	-2	-4	-13	2	-7	0
CC1CC(C)CN(C(=O)COC(=O)c2cc3ccccc3oc2=O)C1 (configuration not stated)	-5	8	.	12	.	.	.	0	5
CCN(CC(=O)Nc1ccc(NC(C)=O)cc1)C(=O)C1(c2ccccc2)CC1	2	5	-5	-7	-1	.	12	1	0
CCn1c(SCC(=O)OCc2ccccc2)nc2c1c(=O)n(C)c(=O)n2C	8	3	-4	7	0	6	4	7	-2

3 compounds out of the list, sorted by count of non-hydrogen atoms, low to high.
SMILES	pPAFAH inh	PAFAH2 FP inh	LYPLA1 inh	PREPL inhibitor	LYPLA2 inh	EBNA-1 inh	ZTA DNA inh	PAFAH1B3 FP inh	PAFAH1B2 FP inh
COc1ccccc1NC(=O)C(C)Sc1nnnn1C (configuration not stated)	4	3	0	-2	-1	-8	-17	7	0
COC(=O)C1=C(CS(=O)(=O)c2cc(Cl)ccc2OC)NC(=O)NC1c1ccc(O)c(OC)c1 (configuration not stated)	-1	2	1	3	4	-8	0	6	2
C=C(C)COc1ccc2c(C)c(CC(=O)N3C[C@H]4C[C@@H](C3)c3cccc(=O)n3C4)c(=O)oc2c1C	11	3	0	-5	6	-4	4	8	10

(listing goes on)
SMILES	pPAFAH inh	PAFAH2 FP inh	LYPLA1 inh	PREPL inhibitor	LYPLA2 inh	EBNA-1 inh	ZTA DNA inh	PAFAH1B3 FP inh	PAFAH1B2 FP inh
COc1cccc(C(=O)/C(C#N)=N/Nc2cccc(-c3ccnc(C)n3)c2)c1	32*	4	-2	10	-2	9	4	6	4
C=CCN(CC=C)C(=O)COn1nnc2ccc(S(=O)(=O)N3CCOCC3)cc21	-1	8	0	7	8	4	0	11	8
CC(C)(C)NC(=O)c1oc2ccccc2c1COc1ccccc1	-4	2	-2	9	2	-2	6	6	-1
COc1ccc(OC(C)C(=O)N2CCc3ccccc3C2)cc1 (configuration not stated)	0	2	0	-56	0	-2	-11	-6	-4
CC(C)(C)C(=O)NC1CCN(S(=O)(=O)c2ccccc2F)CC1	6	8	-4	-6	-6	-7	7	15	-1
CC(C)n1cc(CN2CCC(n3nccc3NC(=O)Cc3ccccc3)CC2)cn1	3	-3	-2	3	-3	-2	-1	1	1
O=C(NCc1ccc(F)cc1)C1(S(=O)(=O)c2ccc(Cl)cc2)CC1	9	1	-1	-2	3	-6	15	8	22
CCOc1ccc(C(=O)N2CCc3ccccc32)cc1	1	0	-1	4	0	9	12	-3	0
CC1(c2ccc3ccccc3c2)NC(=O)N(CC(=O)O)C1=O (configuration not stated)	-5	-3	-2	5	2	-7	-1	8	8
CCCN(CCC)C(=O)CSc1nc2ccccc2c(=O)n1CC1COc2ccccc2O1 (configuration not stated)	-2	-1	-1	-3	-5	-5	-1	10	-4
C#CCSc1nnc(-c2cccc3ccccc23)o1	2	-5	-1	4	1	5	5	-5	3
O=C(CN(C(=O)CCC(=O)Nc1nccs1)c1ccc2c(c1)OCO2)NCc1ccccc1	-1	-15	3	4	3	-10	15	4	-4
COCCCNc1nc(-c2ccc(Cl)cc2)nc2ccccc12	6	-6	-11	4	-19	1	13	-1	0
C=C(C)Cn1c(CCCNC(=O)CC)nc2ccccc21	-1	7	-4	1	-4	2	-8	5	6
CCOC(=O)c1c(-c2ccc(OC)cc2)csc1NC(=O)CSc1nnc(C)c(=O)[nH]1	8	3	-2	-15	-5	-2	15	12	10
Nc1ccc(C(=O)OCC(=O)Nc2cccc(S(=O)(=O)NC3=NCCCCC3)c2)cc1[N+](=O)[O-]	6	54*	.	-30	.	.	.	4	3
CCC(C(=O)NC1CCCC1)N(Cc1ccccc1Cl)C(=O)c1snc(C(N)=O)c1N (configuration not stated)	-4	4	0	9	1	-8	-1	-2	2
O=C1C(=O)N(Cc2cccnc2)C(c2ccccn2)/C1=C(/O)c1ccc(Br)cc1 (configuration not stated)	5	3	-1	10	1	14	12	4	5
O=C(CCCNS(=O)(=O)c1cccc2nsnc12)NCc1ccc(F)cc1	6	2	4	-4	3	3	1	5	1
COC(=O)[C@H](Cc1ccccc1)NC(=O)Nc1ccc(OC)cc1	-1	4	0	0	6	1	-6	1	-2
O=S(=O)(Nc1ncccn1)c1ccc(NC(=S)Nc2ccccc2Cl)cc1	3	-4	-1	-3	-11	3	8	8	-2
O=C(c1cc(S(=O)(=O)N2CCOCC2)c(Cl)cc1Cl)N1CCCCC1	3	1	2	11	10	11	-7	-3	4
CCCCn1c(N)c(N(CC)C(=O)C(c2ccccc2)c2ccccc2)c(=O)[nH]c1=O	4	-3	1	10	-4	-1	-11	1	3
COC(=O)c1nn(-c2ccc(Oc3ccccc3)cc2)c(=O)cc1O	5	1	0	0	2	8	0	4	-1
O=C(C1=C[C@H](c2coc3ccccc3c2=O)C[C@H](OCc2ccc(CO)cc2)O1)N1CCN(Cc2ccccc2)CC1	4	0	1	-20	9	-9	-17	3	3
COc1ccc(Cn2c(C3CC3)nc3ccc(NC(=O)c4ccco4)cc3c2=O)cc1	-4	-3	-12	-14	-16	-1	-4	1	-3
Cc1ccc(CCNS(=O)(=O)c2ccc(C)cc2)cc1	19	-5	0	-52	5	2	7	3	26*
Cc1[nH]c(=O)[nH]c(=O)c1S(=O)(=O)N1CCCC(C(=O)N2CCN(c3cccc(C(F)(F)F)c3)CC2)C1 (configuration not stated)	5	0	3	8	24	5	7	-4	7
CCCNc1ncnc2nc[nH]c12	-4	-8	2	-1	3	8	20	11	3
Cc1onc(-c2ccccc2Cl)c1C(=O)N1CCCC1	5	-1	-5	15	-1	-6	1	1	-2
COc1ccc(-c2cc3ncccc3cn2)cc1	-1	2	3	6	7	.	7	-7	2
COc1cc2sc(C)nc2cc1C	-1	1	-2	14	0	-3	2	-2	1
CC(c1nnc(SCC(=O)NC(=O)NCc2ccco2)n1-c1ccc(Cl)cc1)N(C)C (configuration not stated)	0	2	5	1	4	3	-10	-1	3
c1ccc(Cn2c(-c3ccccc3)nc3nc4ccccc4nc32)cc1	0	-3	-1	3	-3	-1	-7	10	2
CC(C)Sc1nsc2nc(=O)c(/C=C3\C=Nc4ccccc43)c(N)n12	0	-4	-14	17	-2	5	10	1	15
COCCN=C1NC(=O)C(CC(=O)Nc2cccc(Cl)c2C)S1 (configuration not stated)	2	.	3	-6	-3	0	4	.	.

Only part of the results is shown (hit frequency here may not be typical).
